KKLEB cytotox = CF airway cell cytotoxicity counter-screen; AID 602141; activity change (cytotoxicity), % at 5 µM; 360,000 compounds, 0.36% hits; KKLEB CF airway cells viability, ATPlite luminescence, overnight; stronger effect = lower value; cells stimulated with P. aeruginosa culture filtrate;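 active means corrected activity change at or below -50% at 5 µM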
MITF TRPM1 inh = reduces MITF-dependent TRPM1 promoter luciferase signal | inhibition, % at 12.5 µM | 330,000 compounds, 0.83% hits | SK-MEL-5 TRPM1 promoter luciferase, 24 h;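 active means mean inhibition across replicates of 60% or more, whatever share of single replicates reaches that level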; further: values of inactives mirror those of a sister screen read the other way
NR2E3 ag-1 = NR2E3 (human) agonism; GST-NR2E3/biotin-RetCOR TR-FRET, 1536-well; inhibition of corepressor binding, % at 4.78 µM; 320,000 compounds, 0.12% hits; AID 2300;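 active means percent inhibition above the cutoff of mean plus 3 SD of all tested compounds, set per screening campaign, cut at about 20% in these data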;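 further: 0% = DMSO wells and 100% = biotin wells as full block of FRET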
Target sequence (Q9Y5X4 whole entry, looked up): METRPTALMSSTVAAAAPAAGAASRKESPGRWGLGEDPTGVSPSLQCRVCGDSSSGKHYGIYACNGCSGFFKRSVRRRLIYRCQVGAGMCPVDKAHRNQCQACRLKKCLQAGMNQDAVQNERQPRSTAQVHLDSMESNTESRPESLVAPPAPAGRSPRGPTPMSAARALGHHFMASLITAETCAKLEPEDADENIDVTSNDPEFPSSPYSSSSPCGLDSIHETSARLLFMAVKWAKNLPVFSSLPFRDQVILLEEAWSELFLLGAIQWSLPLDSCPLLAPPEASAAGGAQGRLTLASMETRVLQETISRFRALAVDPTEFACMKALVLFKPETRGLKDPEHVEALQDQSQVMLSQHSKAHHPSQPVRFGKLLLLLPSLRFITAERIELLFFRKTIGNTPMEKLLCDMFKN
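System: GST-tagged NR2E3 plus biotinylated RetCOR corepressor; Buffer or medium: pH 7.5 Tris-based buffer; Probe or stimulus: RetCOR corepressor, biotinylated, 7 nM; Doses: compound at 4.8 µM, single dose; Schedule: 5 h incubation at 4 °C; Technique: time-resolved FRET; Evaluation: percent inhibition of TR-FRET ratio; Replication: one well per compound, singlicate testing.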
CF NFkB block = cystic fibrosis NF-kB activation inhibition; KKLEB NF-kB-GFP reporter, PAF-induced, GFP fluorescence overnight; inhibition, % at 5 µM; 360,000 compounds, 0.86% hits; AID 588850;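 active means at least 50% inhibition at 5 µM, scaled per plate between neutral and stimulator controls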;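 further: PAF is a Pseudomonas aeruginosa culture filtrate used as stimulus; plate controls were PAF-stimulated DMSO wells for no effect and unstimulated DMSO wells for full effect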
C8 TRAIL sens = sensitizes caspase-8 expressing cells to TRAIL; NB7+C8 cells + TRAIL, ATPlite viability luminescence; inhibition (viability loss, TRAIL sensitization), % at 10 µM; 360,000 compounds, 1% hits;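 active means compounds causing at least 50% loss of cell viability in the single-dose screen, relative to plate controls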
HIF-2a block = blocks HIF-2a reporter activity; 786-0 RCC cells HIF-2a reporter, luciferase luminescence, overnight; inhibition, % at 18.8 µM; 360,000 compounds, 0.72% hits;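 active means inhibition of the luminescence signal of 40% or more relative to plate controls, in a single-dose primary screen at 18.75 µM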
NR2E3 ag-2 = human photoreceptor-specific nuclear receptor agonism | Q9Y5X4 | CHO-S Gal4-NCOR/VP16-NR2E3 two-hybrid, luciferase | inhibition of corepressor binding, % at 3.98 µM | 360,000 compounds, 0.35% hits | AID 602229;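 active means inhibition above the mean of all tested compounds plus 3 SD, cut at about 70% in these data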;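 further: 0% = DMSO with NR2E3 transfected cells and 100% = cells lacking NR2E3 construct; higher means lower luciferase signal from less NR2E3 corepressor binding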
Shn3 3UTR inh = reduces Shn3 3'UTR luciferase signal in osteoblasts; Clone20 osteoblast Shn3 3'UTR firefly luciferase, 24 h; 360,000 compounds, 0.52% hits; inhibition, % at 12.5 µM; AID 588674;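 active means mean inhibition of at least 75% with every replicate also reaching 75%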;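 further: 0% = median of neutral control wells and 100% = pilot-screen positive control compound; some compounds past the cut are filed as inactive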
TWEAK-Fn14 inh = blocks TWEAK-Fn14 interaction in a reporter cell assay | TWEAK-stimulated Fn14 reporter cells, luciferase luminescence, 8 h | inhibition, % at 10 µM | 360,000 compounds, 2% hits; in the data active means inhibition above about 50%
TROY signal inh = inhibitors of TROY-dependent NF-kB signaling | Q293 LMP1-TROYcd NF-kB luciferase reporter, 4 h | inhibition, % at 10 µM | 360,000 compounds, 0.98% hits | AID 1347056;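 active means compounds whose plate-normalised and pattern-corrected inhibition of the luciferase reporter signal at the single screening dose is 50% or more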
Peg3 prom inh = reduces Peg3 promoter-driven luciferase expression in HeLa. HeLa PEG-Prom luciferase reporter, luminescence, overnight. inhibition, % at 20 µM. 360,000 compounds, 1.7% hits. AID 588405;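 active means inhibition of at least 50% at 20 µM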
An asterisk follows results filed as active; · = not tested or not shown. These rows are one share of the data. The share of hits here may be higher or lower than overall.

SMILES	KKLEB cytotox	MITF TRPM1 inh	NR2E3 ag-1	CF NFkB block	C8 TRAIL sens	HIF-2a block	NR2E3 ag-2	Shn3 3UTR inh	TWEAK-Fn14 inh	TROY signal inh	Peg3 prom inh
CCOC(=O)N1CCN(S(=O)(=O)N2CCCC(C(=O)NCc3ccc(OC)cc3OC)C2)CC1 (stereo unspecified)	-6	-2	0	1	-13	11	-32	3	-46	-21	22
CCOC(=O)C1CCN(C(=O)c2cc(S(=O)(=O)N3CCCCCC3)ccc2OC)CC1	4	-4	3	-15	-12	-14	12	-4	5	-16	4
COc1ccc(N(CC(O)CN2C(=O)NC(C)(C)C2=O)S(=O)(=O)c2ccccc2)cc1 (stereo unspecified)	-7	5	1	1	-3	8	20	4	11	2	3
CCOc1ccc(N2C(=O)CC(N3CCN(c4ccc(F)cc4)CC3)C2=O)cc1 (stereo unspecified)	11	-4	0	12	-16	9	-5	3	13	1	1
Oc1ccc(/C=C/c2nc(-c3ccccc3O)n(-c3ccccc3)n2)cc1	16	1	-1	2	6	-43	-18	11	13	-38	-3
CCCCc1ccc(NC(=O)COc2ccc(C(=O)Nc3ccccc3OCC)cc2)cc1	5	8	0	-6	0	4	-11	11	-5	8	14
Cc1ccccc1OC1C(=O)N(CC2CCCO2)C1c1ccc2c(c1)OCO2 (stereo unspecified)	1	4	3	0	-2	12	4	1	14	-10	16
COC(=O)c1ccccc1NC(=O)NC1CCN(Cc2ccccc2)CC1	9	2	6	3	-5	24	-6	23	-1	-8	-1
CCC1CCCCN1Cc1ccc(OC)c(C)c1C (stereo unspecified)	5	8	5	-5	4	23	-18	-4	-5	-15	-5
CC(C)=NNc1cnnc2ccc([N+](=O)[O-])cc12	-3	·	·	36	-17	-44	-12	3	-3	49	22
Cc1[nH][nH]c(=O)c1C=NCc1cccnc1	4	-1	5	0	-4	7	-13	15	-4	-1	7
COCC(=O)N(Cc1cc2cccc(C)c2[nH]c1=O)c1ccccc1	1	12	1	-25	6	11	-5	-16	0	23	24
COc1ccc(S(=O)(=O)N2CCOC2CNC(=O)C(=O)NCCCN2CCOCC2)cc1OC (stereo unspecified)	5	9	3	17	-8	20	7	-12	-12	-1	13
Cc1c(NC(=O)CSc2nc3ccc(Cl)cc3[nH]2)c(=O)n(-c2ccccc2)n1C	9	8	-3	-13	5	8	8	-11	10	5	15
Oc1ccc(-c2nc3ncccn3c2Nc2ccc3c(c2)OCCO3)cc1	-6	-1	-3	-7	-5	5	-22	-3	-1	-31	-1

Reprinted from the part before: 3 compounds, then new ones.
SMILES	KKLEB cytotox	MITF TRPM1 inh	NR2E3 ag-1	CF NFkB block	C8 TRAIL sens	HIF-2a block	NR2E3 ag-2	Shn3 3UTR inh	TWEAK-Fn14 inh	TROY signal inh	Peg3 prom inh
COc1ccc(S(=O)(=O)N2CCOC2CNC(=O)C(=O)NCCCN2CCOCC2)cc1OC (stereo unspecified)	5	9	3	17	-8	20	7	-12	-12	-1	13
Cc1c(NC(=O)CSc2nc3ccc(Cl)cc3[nH]2)c(=O)n(-c2ccccc2)n1C	9	8	-3	-13	5	8	8	-11	10	5	15
Oc1ccc(-c2nc3ncccn3c2Nc2ccc3c(c2)OCCO3)cc1	-6	-1	-3	-7	-5	5	-22	-3	-1	-31	-1
Cc1cc(SCC(=O)NCCCN2CCCC2=O)nc2ccccc12	-15	11	2	28	1	12	-7	-9	-4	16	12
Cn1cccc1C(=O)NS(=O)(=O)c1ccccc1Cl	0	3	4	5	2	-7	-9	-20	-11	3	14
CN(c1ccc(C(=O)NCc2ccncc2)cc1)S(C)(=O)=O	-8	3	0	2	7	-3	1	16	1	9	8
COCC(C)n1c(C)cc(C(=O)CSc2nnc(Nc3ccccc3F)s2)c1C (stereo unspecified)	9	-2	0	10	18	-50	-29	13	10	-14	-28
Nc1nnc(SCC(=O)c2cccc([N+](=O)[O-])c2)s1	-6	-4	6	-13	4	10	12	-3	-16	-7	9
CC(=O)c1c(C(C)=O)c(C)n(-c2ccc3ncccc3c2)c1C	-3	-4	4	3	28	24	-7	8	15	-10	8
O=C(CNc1ccc(F)cc1)N/N=C1\CCc2ccccc21	-2	-3	3	-13	-6	-24	-5	-41	3	0	-12
COc1cccc(-c2ccc3nnc(SCC(=O)N4CCOCC4)n3n2)c1	4	-1	-2	-12	-31	-4	19	-22	-16	-14	-1
C=C[C@H]1C(O[C@@H]2O[C@H](CO)[C@@H](O)[C@H](O)[C@H]2O)OC=C2C(=O)N3CCc4cc(OC)c(O)cc4[C@H]3C[C@H]21 (stereo partly specified)	1	-8	·	25	-1	13	13	-5	0	-3	1
O=C(C1CCC1)N1CCN(c2ccnc3cc(Cl)ccc23)CC1	-2	7	1	7	-6	33	4	-34	-9	7	20
O=C(COC(=O)C1CC1)Nc1ccc(OC(F)F)cc1	-2	-1	1	-15	-7	-11	-25	-33	-30	-48	-23
O=CN1CCN(C(=O)Cc2ccc(Cl)cc2)CC1	0	·	·	-12	-21	12	-8	-12	2	-7	1
CNC(=O)NC(=O)COC(=O)c1cccc(S(=O)(=O)N2CC3(C)CC2CC(C)(C)C3)c1 (stereo unspecified)	-6	7	0	-6	-7	9	-21	3	11	-8	17
C=CCN(c1ccccc1)S(=O)(=O)c1cccc(C(=O)O)c1	-1	-7	-3	10	13	7	15	·	-3	-4	20
O=C(Cn1nnc2ccccc2c1=O)NC1CCCc2ccccc21 (stereo unspecified)	4	0	1	-8	-6	12	-27	25	8	-10	9
COc1ccccc1C(=O)NCC(=O)OCc1ccc(Br)cc1	-16	-9	-7	-6	-7	20	-18	-21	-13	4	6
COc1ccc(S(=O)(=O)NCCc2ccco2)cc1OC	1	-1	0	2	-9	-16	8	-6	-19	-8	-6
COc1ccc(OCC(=O)N/N=C/C=C/c2ccccc2)cc1	-14	-14	0	11	54*	-43	-3	-2	-26	-27	-58
CN(C)c1ccc(CNC(=O)c2cc(S(=O)(=O)N3CCOCC3)cn2C)cc1	-18	·	-1	16	5	8	-22	-4	9	0	-7
Cc1ccc(N(Cc2ccccc2)C(=O)c2cc(S(=O)(=O)N3CCOCC3)ccc2F)cc1	-6	-40	-1	1	0	-36	-16	9	2	-28	-17
Cc1noc(C)c1COc1ccccc1C(=O)NC(C)c1ccc(F)cc1 (stereo unspecified)	-2	-1	·	-15	11	1	24	11	-5	-10	-3
COc1ccc2sc(-c3ccccc3OC)c(C#CCCO)c2c1	-2	16	6	-16	-9	12	14	-19	5	-8	9
COc1ccc(NC(=O)Nc2ccncc2)c(OC)c1	-6	-7	1	-11	-2	8	3	-7	3	7	6
O=C1C=C(c2ccc(OC(F)(F)F)cc2)C[C@@H](c2ccc(F)cc2)C1	-3	-14	0	32	-2	-15	0	3	-6	-1	7
Cc1cccc(N(Cc2nnc3n2CCCCC3)C(=O)Nc2ccccc2)c1	11	9	1	9	5	18	-8	6	9	-12	0
O=C(NCC(c1cccs1)N1CCOCC1)c1ccco1 (stereo unspecified)	14	-3	0	-6	-14	-3	-10	4	-9	-9	2
O=C(NCCc1ccc(F)cc1)c1ccc2c(=O)n3c(nc2c1)CCC3	7	-81	-7	-1	8	-200	-57	-77	-15	-56	-181
N#CCCOC1(C#CCN2CCCC2)CCCCC1	7	9	3	-13	6	11	2	-1	-16	-2	4
Cc1ccc2c(COC(=O)c3ccc(C)c(C)c3)cc(=O)oc2c1	2	-45	-3	12	12	-22	-30	-2	-22	-25	-23
COc1ccc(NC(=O)c2ccccc2NC(=O)CSc2ccc(Cl)cc2)cc1	-5	-2	3	29	7	-74	6	-13	-53	-5	-4
CN(C)c1ccc(/C=C/c2c([N+](=O)[O-])c(=O)n(C)c(=O)n2C)cc1	11	7	·	-13	-18	-31	3	-23	23	0	3
CCCCC(=O)Nc1ncc(S(=O)(=O)c2ccc([N+](=O)[O-])cc2)s1	7	22	3	0	0	5	-18	3	1	13	16
COc1ccc(NC(=O)c2ccccc2NC(=O)COc2ccccc2)cc1	-5	-14	1	4	-3	0	-19	-15	-14	-2	23
CCc1ccc(OC2(C)CCN(Cc3ccccc3OC(F)F)C2)cc1 (stereo unspecified)	-12	·	·	26	-7	15	-6	27	-17	-1	11
O=C(Nc1ccccc1Cl)C1CCCN(c2ncnc3c2nc2n3CCCCC2)C1 (stereo unspecified)	2	16	2	-2	12	18	-13	43	26	28	35
COc1ccc(N2C(=O)CC(Nc3ccc(C(=O)O)cc3)C2=O)cc1OC (stereo unspecified)	-1	-8	-3	-6	6	26	1	2	-6	2	10
CC1(C)O[C@@H](CC(=O)O)[C@]23CO[C@H](C(=O)[C@]4(C)C2CC[C@@]2(C)[C@H](c5ccoc5)OC(=O)C5O[C@]524)[C@@H]13 (stereo partly specified)	6	-13	·	10	-1	6	-15	3	17	10	6
CSc1nc(N)nc2c1ncn2CC(=O)N1CCN(Cc2c(C)cc(C)cc2C)CC1	-2	29	·	4	29	15	80*	89*	2	16	1
Cc1ccc(/C=N/NC(=O)C(O)c2ccccc2)o1 (stereo unspecified)	-2	3	0	1	-3	12	10	-7	-5	15	-19
Nn1c(SCC(=O)Nc2ccccc2Oc2ccccc2)nnc1C1CC1	11	5	·	0	-8	16	-1	-15	-9	-6	13
Cc1ccc(C23CC4CC(CC(C(=O)N5CCOCC5)(C4)C2)C3)cc1	-19	10	3	-3	-7	-19	13	22	20	15	13
CCc1nc2oc3cc(OC)ccc3c(=O)c2c(=O)n1Cc1ccccc1	4	-11	-1	-28	9	-11	-10	14	-10	-12	22
CCCCN(C(=O)Cc1ccc2c(c1)OCCO2)c1c(N)n(CCC)c(=O)[nH]c1=O	2	·	5	2	12	13	-1	17	-6	5	0
CCN(C(=O)COC(=O)c1ccc2c(=O)n3c(nc2c1)CCC3)C1CCS(=O)(=O)C1 (stereo unspecified)	-1	8	1	13	-10	21	-7	-20	0	-10	1
C/C(CC(=O)Nc1ccc2c(c1)OCCO2)=N\NC(=O)c1cccc(O)c1	2	-13	4	-7	-3	-7	-108	-11	32	14	-2
CN(c1ccccc1)c1nc(N)c([N+](=O)[O-])c(N2CCCCCC2)n1	-3	-19	2	20	-20	-160	-53	-21	-19	-3	-86
Cc1ccc(CNC(=O)CCS(=O)(=O)c2ccc3c(c2)NC(=O)C(C)S3)cc1 (stereo unspecified)	-2	7	2	7	-6	7	-21	-10	4	5	3
O=C(NCc1nc2ccccc2[nH]1)c1cccc(S(=O)(=O)N2CCCCC2)c1	0	-12	-1	1	-7	23	0	-4	-2	3	14
O=C(NCC(c1ccc(F)cc1)N1CCOCC1)c1ccc(OCc2ccccc2)cc1 (stereo unspecified)	8	-6	·	-7	-5	-20	-5	44	13	-1	8
CC(=O)c1cn(CC(=O)Nc2ccc(C)cc2)c2ccccc12	-2	15	3	-8	2	13	20	39	16	-12	27

Screening results deposited in PubChem by several laboratories.
